# Source: PubChem BioAssay
# SARS 3CLpro inh: SARS-CoV 3CLpro protease inhibition. inhibition, % at 6 µM. 290,000 compounds, 0.14% hits. recombinant SARS-CoV 3CLpro, quenched FRET peptide cleavage. P0C6X7. AID 1706; in the data active = inhibition above about 12%
# MazF activator: MazEF (E. coli) toxin RNase activation; P0AE70; FAM/BHQ RNA-DNA oligo cleavage fluorescence, 5 h; activation, % at 20 µM; 350,000 compounds, 0.32% hits; AID 504720; in the data active = activation above about 50%
# Target sequence (P0AE70 whole entry, looked up): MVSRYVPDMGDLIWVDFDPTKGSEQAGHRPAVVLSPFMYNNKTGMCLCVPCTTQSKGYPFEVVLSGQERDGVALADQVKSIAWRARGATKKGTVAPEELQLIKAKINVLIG
# GDH-TPI inh: counter-screen for M. tuberculosis FBA inhibitors: GDH-TPI coupled enzymes | GDH-TPI coupled enzyme counterscreen, NADH absorbance | inhibition, % at 4.8 µM | 360,000 compounds, 1.2% hits | AID 588335; in the data active = inhibition above about 30%;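 note: 0% = DMSO wells and 100% = wells lacking the enzyme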
# PriA SSB inh: blocks PriA binding to SSB C-terminal tail; AlphaScreen SSBct-PriA binding, biotinylated peptide; 430,000 compounds, 0.6% hits; inhibition, % at 33 µM; in the data active = inhibition mostly above about 37%, no sharp cut-off; inactive = mostly below about 20%;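 note: plate controls were negative control peptide for no effect and reference peptide for full effect; strong numbers were not always called active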
# Rv3671c inh: Rv3671c (M. tuberculosis) protease inhibition; 320,000 compounds, 0.048% hits; inhibition, % at 5.96 µM; P9WHR9; in the data active = inhibition above about 38%;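 note: extracellular domain of Rv3671c used as enzyme; 0% = enzyme with DMSO and 100% = no enzyme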
# Target sequence (P9WHR9 whole entry, looked up, the tested form may be a part): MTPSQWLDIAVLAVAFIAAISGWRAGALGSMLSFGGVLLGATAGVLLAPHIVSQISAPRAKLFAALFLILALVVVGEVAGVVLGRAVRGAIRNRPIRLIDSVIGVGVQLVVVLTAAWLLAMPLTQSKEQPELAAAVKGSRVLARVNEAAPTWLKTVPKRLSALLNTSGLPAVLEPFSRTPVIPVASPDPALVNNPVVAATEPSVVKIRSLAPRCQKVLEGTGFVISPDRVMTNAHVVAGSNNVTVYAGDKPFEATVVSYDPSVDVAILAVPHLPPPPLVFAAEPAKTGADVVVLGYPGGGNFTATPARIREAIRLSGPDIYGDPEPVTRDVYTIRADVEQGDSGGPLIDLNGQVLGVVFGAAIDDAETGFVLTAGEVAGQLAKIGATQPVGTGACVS
# Mtb UGM inh: inhibitors of M. tuberculosis UDP-galactopyranose mutase; purified UGM, fluorescence polarization probe displacement; P9WIQ1; inhibition, % at 10 µM; 320,000 compounds, 0.06% hits; in the data active = inhibition above about 10%, passing the limit was not always enough
# BH1578 lux ind: induces V. cholerae light production without autoinducers | V. cholerae BH1578 lux reporter, luminescence, 6 h | activation, % at 18.7 µM | 350,000 compounds, 0.16% hits | AID 588436; in the data active = activation mostly above about 9.7%, no sharp cut-off; note: not every result past the cut was called active; inactives centre near 0; reference of the scale not given here
# Mtb BioA inh: inhibitors of Mycobacterium tuberculosis BioA enzyme | purified M. tuberculosis BioA enzyme, plate reader | inhibition, % at 9.99 µM | 360,000 compounds, 0.096% hits | AID 602481; in the data active = inhibition above about 40%
# FBA Mtb inh: inhibitors of M. tuberculosis fructose-bisphosphate aldolase | P9WQA3 | purified M. tuberculosis FBA, fluorescence read-out | inhibition, % at 1 µM | 360,000 compounds, 2.3% hits; in the data active = inhibition above about 27%;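 note: 0% = vehicle and 100% = reference inhibitor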
# Target sequence (P9WQA3 whole entry, looked up): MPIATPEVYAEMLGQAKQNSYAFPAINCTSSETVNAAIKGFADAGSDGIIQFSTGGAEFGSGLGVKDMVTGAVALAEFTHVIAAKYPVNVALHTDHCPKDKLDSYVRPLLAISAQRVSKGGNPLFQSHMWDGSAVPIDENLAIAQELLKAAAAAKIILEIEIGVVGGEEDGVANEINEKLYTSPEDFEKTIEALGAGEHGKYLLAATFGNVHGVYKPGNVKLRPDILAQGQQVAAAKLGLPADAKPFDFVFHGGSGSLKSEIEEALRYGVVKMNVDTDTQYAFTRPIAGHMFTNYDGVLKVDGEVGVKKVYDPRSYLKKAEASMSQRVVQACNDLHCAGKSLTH
# VHR inh abs: blocks human VHR1 dual specificity phosphatase; P51452; recombinant VHR phosphatase, pNPP absorbance; inhibition, % at 13.3 µM; 290,000 compounds, 0.52% hits; AID 1654; in the data active = inhibition above about 50%; note: some compounds called inactive have numbers as strong as hits
# Target sequence (P51452 whole entry, looked up): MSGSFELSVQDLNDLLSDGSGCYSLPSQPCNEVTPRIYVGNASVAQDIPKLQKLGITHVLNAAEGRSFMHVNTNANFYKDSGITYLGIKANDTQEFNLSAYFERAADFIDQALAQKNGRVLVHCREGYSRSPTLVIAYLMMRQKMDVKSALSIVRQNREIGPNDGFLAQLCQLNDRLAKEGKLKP
# Starred values were filed as active, the others as inactive; i = inactive; . = not tested or not shown; & = joins results of further samples. Not all compounds are listed. The share of hits here may be higher or lower than overall.
no.	SMILES	SARS 3CLpro inh	MazF activator	GDH-TPI inh	PriA SSB inh	Rv3671c inh
1	CC(=O)NC(CCCCNC(=S)NC1CCCCC1)C(=O)O (configuration not stated)	-2	-1	-3	-4	1
2	COc1ccccc1C(CNC(=O)c1cccc(S(=O)(=O)Nc2ccc(C)cc2)c1)N(C)C (configuration not stated)	5	7	6	5	-11
3	O=C(COc1ccc2c3c(c(=O)oc2c1)CCC3)Nc1ccc(CN2CCOCC2)cc1	-2	2	19	-12	-2
4	Cc1[nH][nH]c(=O)c1C	.	10	5	0	-5
5	Cc1cc(SCC(=O)OCC(=O)c2c(N)n(C)c(=O)n(C)c2=O)c(C)cc1Br	1	9	0	-5	-12
6	Cc1cc(NC(=O)CN2C(=O)NC(C)(CCc3ccccc3)C2=O)no1 (configuration not stated)	4	4	-1	3	-3
7	CCC(C(=O)Nc1ccccc1Cl)n1nc(C)c2c(C)n(-c3ccccc3)nc2c1=O (configuration not stated)	0	6	-11	1	6
8	Cc1ccccc1NC(=S)NC1(C)CCS(=O)(=O)C1 (configuration not stated)	5	-1	0	1&-15	-7

no.	Mtb UGM inh	BH1578 lux ind	Mtb BioA inh	FBA Mtb inh	VHR inh abs
1	2.5	-0.5	.	0	9
2	2.4	-1.3	0.8	1	10
3	-2.0	i	-3.3	7	-13
4	3.5	-1.4	0.4	4	.
5	-1.0	-3.3	0.5	2	7
6	-1.4	-0.1	2.8	1	-1
7	1.1	-0.2	8.9	-1	22
8	4.6	-0.3	.	1	-14

# The results go on:
no.	SMILES	SARS 3CLpro inh	MazF activator	GDH-TPI inh	PriA SSB inh	Rv3671c inh
9	COc1cc(OC)nc(Oc2ccccc2C(=O)Oc2ccc(Cl)cc2)n1	7	5	-11	-13	-12
10	O=S(=O)(c1ccc(OCC(O)CN2CCC(Cc3ccccc3)CC2)cc1)N1CCOCC1 (configuration not stated)	2	4	22	-6	1
11	COc1ccc(Cl)cc1N1CC(c2nc3ccccc3[nH]2)CC1=O (configuration not stated)	-2	3	8	5	0
12	Cc1ccc(S(=O)(=O)N(C)c2ccc(OCC(=O)OCc3cccc(Br)c3)cc2)cc1	.	-1	-4	-2	.
13	Cc1cnc(C(=O)OCC(=O)N2CCC(C)CC2)cn1	.	0	-1	-3	-4
14	CN(CC(=O)Nc1ccc(F)c(F)c1F)C(=O)C1=COCCO1	3	8	-12	-1	-2
15	Cn1c(N)c(C(=O)CSc2nnnn2-c2ccccc2)c(=O)n(C)c1=O	-1	-33	3	1	11
16	CCOC(=O)c1cnn(Cc2ccc(C)cc2)c1N	2	1	10	-1	-5

no.	Mtb UGM inh	BH1578 lux ind	Mtb BioA inh	FBA Mtb inh	VHR inh abs
9	1.5	3.7	0.2	-4	37
10	-0.8	-1.4	.	2	-7
11	6.6	-0.3	2.0	1	8
12	.	i	8.5	0	.
13	-0.3	i	0.6	0	.
14	0.1	i	-0.2	1	11
15	-1.7	i	-0.6	4	21
16	-2.9	-0.4	0.7	1	12

# Continued.
no.	SMILES	SARS 3CLpro inh	MazF activator	GDH-TPI inh	PriA SSB inh	Rv3671c inh
17	CC(C)(C)C(O)(CC#CCN1CCCC1)c1ccccc1 (configuration not stated)	4	7	2	-2	-1
18	COc1cccc(CN2CCN(CCc3ccccc3)C(CCO)C2)c1OC (configuration not stated)	0	-1	-4	8	-3
19	CC(C)OCCCNC(=O)c1ccncc1	-1	2	-5	2	3
20	Cc1ccc(C(=O)N/C(=C\c2cccs2)C(=O)NCCc2ccccn2)cc1C	1	-7	5	-25	-3
21	CCCNC(=O)c1ccc(N2CCC3(CC2)CC(c2cccc(Br)c2)=NO3)c(NC(=O)c2ccccc2)c1	.	-15	10	6	-39
22	O=C(O)C(C(=O)Oc1ccccc1)C(C(=O)O)C(=O)Oc1ccccc1 (configuration not stated)	.	5	3	-8	-3
23	COc1ccccc1-n1c(SCC(=O)Nc2cc(C)on2)nc2c(c1=O)SCC2	-3	7	5	10	-6
24	COC(=O)C(CCSC)NC(=O)c1cc2c(n(-c3ccccc3)c1=O)CC(C)(C)CC2=O (configuration not stated)	-1	0	16	-12	5

no.	Mtb UGM inh	BH1578 lux ind	Mtb BioA inh	FBA Mtb inh	VHR inh abs
17	-2.2	-0.9	0.7	-5	15
18	-4.2	.	.	-2	30
19	2.0	1.2	0.8	2	23
20	-0.3	-0.5	.	-1	-7
21	-0.3	i	-2.1	2	.
22	-1.5	i	-0.5	1	.
23	-0.8	-0.4	29	4	23
24	0.2	0.1	-2.4	1	-11

# Down the list, quoted from above:
# Compounds 2–11 in Mtb UGM inh read 2.4, -2.0, 3.5, -1.0, -1.4, 1.1, 4.6, 1.5, -0.8, 6.6

# More results follow.
no.	SMILES	SARS 3CLpro inh	MazF activator	GDH-TPI inh	PriA SSB inh	Rv3671c inh
25	CCOC(=O)c1ccc(N2CCN(c3ccccc3F)CC2)c(NC(=O)Nc2cccc(OC)c2)c1	1	6	19	-3	-84
26	Cc1ccccc1SCC(=O)OCC(=O)NCCNC(=O)COC(=O)CSc1ccccc1C	.	8	-1	-6	2
27	COc1ccc(NC(=O)NNC(=O)c2cc3ccccc3cc2O)cc1	3	-6	8	1	6
28	O=C(O/N=C(\c1ccccc1)c1ccccn1)c1cccc2ccccc12	2	4	1	.	-32
29	COc1ccc(Br)cc1C1CC(=O)N2CN(Cc3ccccc3)CSC2=C1C#N (configuration not stated)	1	-8	8	8	-11
30	Cc1ccc(NC(CNS(=O)(=O)c2ccc(Cl)cc2)c2ccccc2)cc1 (configuration not stated)	13*	7	-1	36	10
31	COc1cc2ccccc2cc1C(=O)N/N=C/c1cccnc1	-6	-16	9	.	-4
32	Cc1cc(C)c(S(=O)(=O)Nc2ccc3[nH]c(=O)[nH]c3c2)c(C)c1	3	3	6	-9	-4

no.	Mtb UGM inh	BH1578 lux ind	Mtb BioA inh	FBA Mtb inh	VHR inh abs
25	-0.4	i	-1.5	-2	-5
26	.	-2.5	-0.7	0	.
27	-2.2	i	-1.8	0	2
28	-1.7	-0.3	.	1	5
29	-4.6	-0.1	-1.1	1	0
30	-0.9	i	-1.1	-5	21
31	0.1	-0.1	72*	7	15
32	-5.0	-0.5	.	-2	13

# Copied from the list.
# GDH-TPI inh with CN(CC(=O)Nc1ccc(F)c(F)c1F)C(=O)C1=COCCO1 is entered as -12
# SARS 3CLpro inh with CCOC(=O)c1ccc(N2CCN(c3ccccc3F)CC2)c(NC(=O)Nc2cccc(OC)c2)c1 is entered as 1
# Mtb BioA inh with Cc1[nH][nH]c(=O)c1C is entered as 0.4
# Rv3671c inh with Cc1cc(SCC(=O)OCC(=O)c2c(N)n(C)c(=O)n(C)c2=O)c(C)cc1Br is entered as -12

# Continued.
no.	SMILES	SARS 3CLpro inh	MazF activator	GDH-TPI inh	PriA SSB inh	Rv3671c inh
33	O=C(CN1C(=O)NC2(CCCC2)C1=O)Nc1ccc(OC(F)(F)F)cc1	-6	-1	-5	-8	6
34	O=C(O)c1ccc(N2C(=O)c3ccccc3C2=O)cc1[N+](=O)[O-]	.	-14	14	.	.
35	COc1ccc(OC)c(S(=O)(=O)N2CCN(Cc3ccccc3)CC2)c1	3	3	8	-3	-1
36	CC/C(=N\O)c1c(O)c2c(n(-c3ccccc3)c1=O)CCCC2	3	9	13	.	-9
37	CN(Cc1ccccc1)c1ccc(C(CC(N)=O)NC(=O)c2ccccc2)cc1[N+](=O)[O-] (configuration not stated)	3	2	9	15	-13
38	COc1cccc(-c2cccc3c2NC(=O)C3(C)Cc2cccc(F)c2)c1 (configuration not stated)	.	.	-8	.	.
39	Fc1cccc(/C=N/N=C/c2cccc(F)c2)c1	2	0	5	.	1
40	Nc1nnc(SCC(=O)Nc2cccc(S(=O)(=O)N3CCOCC3)c2)s1	.	2	13	-5	-2

no.	Mtb UGM inh	BH1578 lux ind	Mtb BioA inh	FBA Mtb inh	VHR inh abs
33	-3.2	-0.6	1.0	-1	17
34	.	i	0.5	5	.
35	0.5	i	-0.7	-2	29
36	2.2	-0.2	.	0	2
37	-0.7	-0.6	2.8	-1	17
38	.	-0.3	-1.3	-2	.
39	0.1	-0.4	.	2	8
40	2.0	0.0	2.0	-1	.

# Carrying on.
no.	SMILES	SARS 3CLpro inh	MazF activator	GDH-TPI inh	PriA SSB inh	Rv3671c inh
41	Cc1ccccc1C(=O)Nc1ccc(C(=O)N/N=C/c2ccccn2)cc1	-5	5	-3	.	6
42	Clc1ccc(OCCCc2nc(-c3ccncc3)no2)c(Cl)c1	3	-10	5	-10	0
43	CNc1ccc(-c2cccc(C#N)c2)cn1	.	.	16	.	.
44	CC12CCCC(CC(=O)O)(C1)NC(=O)C2 (configuration not stated)	.	3	7	-2	.
45	O=C(COC(=O)c1ccc(Cl)cc1O)Nc1cccnc1Cl	0	2	10	-15	4
46	CC1(C(=O)Nc2cccc(Oc3ccccc3)c2)CCN1Cc1ccccc1Cl (configuration not stated)	.	.	12	.	.
47	O=C(c1ccco1)N1CCN(c2ncnc3c(-c4ccccc4)nsc23)CC1	1	-10	8	-13	-7
48	COc1ccc(OC2C(=O)N(Cc3ccc(F)cc3)C2c2cc(OC)c(OC)c(OC)c2)cc1 (configuration not stated)	0	4	-1	-8	-4

no.	Mtb UGM inh	BH1578 lux ind	Mtb BioA inh	FBA Mtb inh	VHR inh abs
41	0.9	-3.8	-0.1	-3	14
42	-2.3	.	1.2	1	7
43	.	i	-0.2	2	.
44	.	-0.8	-1.5	3	.
45	0.0	-0.1	.	4	13
46	.	-3.0	-0.3	-1	.
47	0.7	i	0.6	-12	11
48	0.7	i	.	-2	-25

# Remaining list, next part.
no.	SMILES	SARS 3CLpro inh	MazF activator	GDH-TPI inh	PriA SSB inh	Rv3671c inh
49	Cc1cc(NCCN2CCOCC2)c2ccc3ccccc3c2n1	-1	-1	16	-14	5
50	CCOC(=O)C(C(=O)Nc1nc2ccccc2s1)C1CCCCC1 (configuration not stated)	4	-1	-16	-16	-2
51	O=C(CN1C(=O)c2ccccc2C1=O)N1CCN(c2nnc(-c3ccccc3)c3ccccc23)CC1	1	-8	1	-5	8
52	COc1ccccc1C1=CN(Cc2ccccc2)CCC1=O	.	2	21	-14	3
53	COc1cc(C(=O)OCC(=O)N2CCCC2)cc2c1OCCO2	.	8	-9	-28	8
54	Cc1ccc(C(=O)O)cc1S(=O)(=O)Nc1ccccc1C(=O)NC1CC1	.	4	7	-14	.
55	COc1ccc([C@H]2CC(=O)C=C(c3ccnc4ccc(Cl)cc34)C2)cc1	.	9	4	-4	-7
56	COC(=O)c1[nH]c2ccc(C)cc2c1NC(=O)C(C)N1CCN(C2CCCCC2)CC1 (configuration not stated)	-1	4	3	-7	7

no.	Mtb UGM inh	BH1578 lux ind	Mtb BioA inh	FBA Mtb inh	VHR inh abs
49	-0.3	-0.7	.	0	48
50	-1.9	14	.	0	4
51	-0.9	-0.4	-1.7	-1	-2
52	4.6	5.9	-0.3	-1	.
53	-1.2	-0.3	0.4	0	.
54	.	0.6	.	0	.
55	0.6	i	-0.6	2	.
56	-0.7	i	-0.4	18	28

# Carrying on.
no.	SMILES	SARS 3CLpro inh	MazF activator	GDH-TPI inh	PriA SSB inh	Rv3671c inh
57	COc1ccc(NC(=O)C[C@H]2C(=O)N(c3ccc(OC)cc3)C[C@@H]2c2ccc(Br)cc2)cc1	.	3	-3	.	.
58	CC(=O)c1cnc(-c2ccccc2)s1	0	2	10	-10	.
59	COc1cc(OC)cc(C(=O)Nc2cccc(NC(=O)c3cc(OC)cc(OC)c3)n2)c1	.	-2	-6	-10	-21
60	O=c1c2ccccc2nc(-c2ccccc2)n1-n1cccc1	-8	0	-7	-9	5
61	COc1ccc(-c2csc(NC(=O)CSc3ccc(Br)cc3)n2)c(OC)c1	5	-6	16	-6	-21
62	COc1ccccc1N1CCN(C(=O)C2CCCN(S(=O)(=O)c3ccc4c(c3)oc(=O)n4C)C2)CC1 (configuration not stated)	-5	1	1	-11	3

no.	Mtb UGM inh	BH1578 lux ind	Mtb BioA inh	FBA Mtb inh	VHR inh abs
57	.	-0.7	-1.0	-1	.
58	.	0.7	.	-1	6
59	-1.0	-0.9	-0.5	0	.
60	-0.7	1.8	2.0	3	7
61	-2.4	-2.2	.	-3	-17
62	-2.2	-0.2	1.7	2	-7
